Screening data deposited in PubChem by several laboratories.
TRPML3 agonist = activates the human TRPML3 channel; 220,000 tested, 0.29% active; HEK293 TRPML3-YFP, Fluo-8 calcium fluorescence; 100% = the carbachol control signal; Q8TDD5; activation, % at 3 µM;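 active means activation above its plate's cutoff, the mean activation of the plate's test wells plus 3 SD, cut at about 12% in these data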;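 further: 0% = DMSO only wells and 100% = carbachol wells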
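Test system: TRPML3-YFP stable HEK293 cells. Doses: single point at 3 µM. Incubation: dye loading 1 h 37 °C then 30 min ambient, 125 s read. Signal: Fluo-8 calcium dye fluorescence, ex 470-495, em 515-575 nm. Measure: percent activation from peak-to-basal fluorescence ratio, scaled between DMSO and carbachol.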
CHOP inhibitor = blocks CHOP induction under ER stress. CHO-K1 CHOP-promoter luciferase, tunicamycin-induced, 15-18 h. 220,000 tested, 3.8% active. inhibition, % at 10 µM;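 active means compounds that reduced the stress-induced luciferase reporter signal by more than about 70% of percent inhibition, limit read from the data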;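 further: 0% = tunicamycin plus vehicle and 100% = wells without tunicamycin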
TNF death inh = TNF-alpha cell death inhibition in Jurkat FADD-/- cells; AID 463075; 220,000 tested, 0.068% active; Jurkat FADD-/- TNF necroptosis rescue, ATP luminescence, 24 h; 0 = TNF only, 100 = no-TNF cells; activation (protection from cell death), % at 10 µM;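 active means activation, meaning protection from cell death, of at least 50% relative to plate controls; inactive means activation below 50%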;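 further: necroptosis triggered by 40 ng/mL TNF-alpha added together with compound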
PPC-1+TRAIL kill = compounds killing PPC-1 cancer cells with TRAIL present (potentiator screen, no TRAIL-free arm). PPC-1 cells + TRAIL, ATPLite viability luminescence. cell killing (% activity), % at 4 µM. 220,000 tested, 0.41% active;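 active means cell killing above 50% in the first pass at 4 µM, then a duplicate retest at 5 µM averaging 50% or more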;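 further: plate controls were cells with TRAIL plus DMSO for no effect and medium-only wells lacking cells for full effect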
Ba/F3 V617F tox = loss of viability in JAK2V617F-driven Ba/F3 cells; Ba/F3 EpoR-JAK2V617F viability, ATP luminescence; inhibition, % at 5.6 µM; 220,000 tested, 1.1% active; AID 1446;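 active means inhibition above the campaign mean plus 3 SD over all tested compounds, cut at about 24% in these data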;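 further: cytokine-independent growth of Ba/F3 cells driven by EpoR plus mutant JAK2; 0% = DMSO-treated cells and 100% = JAK inhibitor I control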
BaF3 parental = parental Ba/F3 viability inhibition as JAK2V617F counter-screen. CellTiter-Glo ATP luminescence. inhibition, % at 5.6 µM. 220,000 tested, 1.1% active. AID 1486;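 active means inhibition above a per-campaign cutoff, the mean inhibition of all tested compounds plus 3 SD, cut at about 27% in these data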;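 further: 0% = DMSO wells and 100% = JAK Inhibitor I control wells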
Wee1 degr inh = blocks degradation of human Wee1 kinase | HeLa Luc-Wee1K328M stability, luciferase luminescence; 100% = proteasome inhibitor MG132 effect | AID 1321 | P30291 | reporter increase, % at 5 µM | 220,000 tested, 1.2% active;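 active means activation above the mean of all tested compounds plus 3 SD, set per screening run, cut at about 8.8% in these data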;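 further: cells exposed to compound for 20 h before luminescence read; 0% = DMSO alone and 100% = MG132 at 30 µM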
Target sequence (P30291 whole entry K328M): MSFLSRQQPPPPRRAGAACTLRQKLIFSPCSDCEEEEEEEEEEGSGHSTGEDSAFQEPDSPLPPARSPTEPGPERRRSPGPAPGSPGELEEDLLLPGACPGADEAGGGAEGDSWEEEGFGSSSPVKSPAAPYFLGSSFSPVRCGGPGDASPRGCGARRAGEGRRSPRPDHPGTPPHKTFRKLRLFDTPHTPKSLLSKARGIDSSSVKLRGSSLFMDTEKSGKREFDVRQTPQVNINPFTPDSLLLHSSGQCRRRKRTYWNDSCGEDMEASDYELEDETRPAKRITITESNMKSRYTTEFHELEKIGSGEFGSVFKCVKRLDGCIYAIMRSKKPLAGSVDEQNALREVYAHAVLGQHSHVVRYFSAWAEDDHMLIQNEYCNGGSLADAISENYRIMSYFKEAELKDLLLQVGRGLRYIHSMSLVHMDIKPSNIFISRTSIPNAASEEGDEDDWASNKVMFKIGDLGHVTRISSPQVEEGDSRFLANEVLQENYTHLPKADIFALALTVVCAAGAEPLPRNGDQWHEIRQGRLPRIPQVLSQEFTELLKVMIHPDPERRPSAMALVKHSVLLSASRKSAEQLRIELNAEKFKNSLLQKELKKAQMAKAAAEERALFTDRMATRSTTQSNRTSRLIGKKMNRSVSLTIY
TRPN1 ag = agonists of zebrafish TRPN1 channel; HEK293 zebrafish TRPN1-YFP, Fluo-8 calcium fluorescence; 100% = response to 87 µM carbachol; activation, % at 3 µM; 220,000 tested, 0.18% active;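 active means activation above its plate's cutoff, the mean activation of test wells on that plate plus 3 SD, cut at about 19% in these data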;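 further: 0% = DMSO alone and 100% = 87 µM carbachol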
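Material: zebrafish TRPN1-YFP in HEK293 cells. Doses: one dose of 3 µM, 0.3% DMSO. Incubation: dye 1 h 37 °C plus 30 min RT. Measured by: intracellular calcium fluorescence with Fluo-8.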
RBBP9 inh = inhibitors of human serine hydrolase RBBP9; O75884; recombinant RBBP9, FP-Rh probe fluorescence polarization; inhibition, % at 7.94 µM; 220,000 tested, 0.2% active;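 active means inhibition above the campaign mean of all tested compounds plus 3 SD, cut at about 14% in these data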;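 further: plate controls were DMSO wells with RBBP9 for no effect and wells lacking RBBP9 protein for full effect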
Target sequence (O75884 whole entry, looked up): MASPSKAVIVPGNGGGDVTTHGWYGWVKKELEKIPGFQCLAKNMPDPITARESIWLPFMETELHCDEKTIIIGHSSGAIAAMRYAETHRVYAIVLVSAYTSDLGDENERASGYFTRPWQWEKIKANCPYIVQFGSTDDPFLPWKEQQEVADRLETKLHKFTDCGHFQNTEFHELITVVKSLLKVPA
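Controls: DMSO-treated enzyme wells and wells lacking RBBP9 | Material: RBBP9 protein | Technique: Fluorescence polarization | Replication: Single well per compound, no replicates | Buffer or medium: Tris-NaCl-Pluronic buffer, pH 8.0 | Timing: 30 min compound preincubation, 45 min probe labeling, 25 °C | Read-out basis: Percent inhibition from mP, scaled between DMSO and no-protein wells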
Starred values were filed as active, the others as inactive; & = joins results of further samples; [ ] = remark or other dose.

molecule	TRPML3 agonist	CHOP inhibitor	TNF death inh	PPC-1+TRAIL kill	Ba/F3 V617F tox	BaF3 parental	Wee1 degr inh	TRPN1 ag	RBBP9 inh
COc1cccc(C=Nc2cccnc2)c1O	0.4	6	-0.7	2	1	8	4	-0.3	-4
COC(=O)c1cc(=O)c2c(C)nc(C(Cl)(Cl)Cl)nc2[nH]1	0.1	32	-0.7	15	-2	4	10*	1.6	1
CCN(CCNC(=O)C1CCCN(Cc2nc(-c3ccc(OC)cc3)oc2C)C1)c1ccccc1 (stereo not given)	1.0	50	-1.7	18	-2	5	1	1.4	1
O=C(CN1C(=O)c2ccccc2C1=O)NCc1ccc(N2CCOCC2)cc1	0.6	15	-0.1	14	-4	-2	1	-0.2	-5
Cc1cc(Br)ccc1NC(=O)CNC(=O)CN(C)Cc1nc2ccccc2c(=O)[nH]1	2.0	30	-0.3	-2	-2	5	0	0.1	-6
CCCCc1cc(=O)oc2cc(C)cc(OCc3nn[nH]n3)c12	-0.4	2	-1.3	4	4	0	4	1.1	-8
Cc1c(Cc2ccccc2)c(=O)oc2cc(OCC(=O)c3ccccc3)ccc12	2.1	8	2.4	24	-3	-6	-2	-0.5	-9
CCOc1ccc(N2C(=O)CC(N3CCC(NC(=O)Nc4ccccc4)CC3)C2=O)cc1 (stereo not given)	0.2	34	-0.5	0	-4	2	1	-0.1	-10
CCCn1c(=O)c(-c2nc3ccccc3[nH]2)c(O)c2ccccc21	0.2	-16	-0.1	20	-1	2	-1	0.6	-5
Cc1nc(N=Nc2ccc(O)cc2)n[nH]1	1.2	-23	-11	30	9	2	1	1.6	-4
CC(=O)N1N=C(c2ccc(Cl)cc2)OC12CCCC2	0.3	8	0.3	30	4	2	-2	2.3	-5
Cc1ccc(NC(=O)c2cc(-c3ccco3)nc3ccccc23)cc1S(=O)(=O)N1CCOCC1	0.9	29	-2.3	10	-4	5	-1	0.1	-5
COc1ccccc1OCC(=O)O	1.7&0.6	12&29	0.0&-1.2	26&-18	-3&-1	8&3	-1&0	2.4&0.5	4&3
Cc1cccc(N(Cc2cc(=O)[nH]c3ccccc23)C(=O)C(C)C)c1	0.4	15	-2.4	-3	-1	3	3	0.4	-9
C=CCN(c1ccc(C(=O)Nc2cc(C)cc(C)c2)cc1)S(C)(=O)=O	-0.6	22	2.2	8	-3	7	-4	-1.3	2
Cc1ccc(S(=O)(=O)/N=C(/c2ccccc2)N(C)c2ccc(O)cc2)cc1	0.3	18	0.4	-5	-1	2	-4	-0.8	-5
O=c1c2c3c(sc2nc2n1CCC2)CCCCC3	0.0	-4	1.2	-2	0	5	6	0.4	3
COC(=O)CCN(C)CCC(=O)OC	0.6	32	-1.0	11	3	-1	1	1.0	-8
CN(Cc1ccccc1)C(=O)C(C(=O)c1ccc(F)cc1)n1cc(Cl)ccc1=O (stereo not given)	0.8	1	0.8	4	-1	-1	5	-0.2	-4
Cc1ccc(C(=O)N/C(=C\C=C\c2ccccc2)C(=O)NCc2ccco2)cc1	-0.6	5	2.8	5	-2	5	0	-0.8	2
O=C(Nc1ccc(F)cc1)C(c1ccccc1)N1CCN(S(=O)(=O)c2c(F)cccc2F)CC1 (stereo not given)	0.9	23	4.5	22	4	4	3	0.2	-9
CCOc1ccc(-n2c(O)cc(=O)[nH]c2=O)cc1	0.3	-13	1.9	-1	3	4	-2	0.9	-10
COC(=O)c1ccc(Nc2nc(C)cc(=O)[nH]2)cc1	0.1	20	-0.7	3[5 µM]	0	1	-1	0.2	-9
NC(=O)C12CCCC(Br)(CCC1)C2	0.9	19	0.0	6	1	2	2	1.0	-7
N#Cc1c(NC(=O)CCN2C(=O)c3ccccc3C2=O)oc(-c2ccccc2)c1-c1ccccc1	0.4	41	0.2	18	-1	2	0	1.0	-5
COc1ccccc1C1=NOC(COC(=O)c2ccc([N+](=O)[O-])cc2)C1 (stereo not given)	0.4	-8	-0.4	-12	2	-1	-2	-1.5	-7
CC(=O)c1c(C(C)=O)c(C)n(-c2ccc(C(=O)O)cc2)c1C	0.6	-7	1.0	21	-1	0	-1	-0.3	-5
Cc1ccc(/C=C/C(=O)NCc2ccc3c(c2)OCO3)o1	0.0	1	0.7	-4	2	4	4	-1.2	-9
CCOc1ccc2nc(/N=C/c3nc(-c4ccc(Br)cc4)oc3O)sc2c1	0.0	32	0.9	-20	2	4	2	-0.2	-10
Cc1nc(-c2ccccc2)sc1C(=O)CSc1ccccc1	1.3	13	-1.8	-5	-4	6	-1	0.8	-5
O=C(OCCNc1nc(-c2ccccc2)nc2ccccc12)c1cccnc1	-0.1	23	2.0	-1	3	7	0	1.4	-1
Cc1cccc(C(=O)NC2CC3CCCC(C2)N3C(=O)NC2CCCCC2)c1 (stereo not given)	0.2	18	-1.8	-16	1	4	2	0.8	3
CCn1cc([N+](=O)[O-])c(C(=O)Nc2ccc(Cn3nc(C)cc3C)cc2)n1	0.3	19	-2.2	11	-5	0	-1	0.3	2
On1c(-c2ccccc2Cl)nc2ccccc21	0.1	-1	0.3	-2	2	3	4	-0.4	-5
Clc1cccc(Cc2ccc(Cl)nn2)c1	-0.4	-14	6.0	-14	1	-2	-2	-0.7	-3
CN(c1ccccc1C(=O)O)S(=O)(=O)c1ccc2c3c(cccc13)C(=O)N2	1.0	-10	0.3	-20	1	0	0	0.9	-4
COc1cc(-c2cc(C(=O)OCC(=O)Nc3ccc4c(c3)OCO4)c3ccccc3n2)cc(OC)c1OC	-0.3	29	0.3	18	-1	0	0	-1.9	-5
COCC(=O)N(Cc1ccccc1)c1ccccn1	1.0	13	-1.3	-4	-1	3	-2	1.0	0
COc1ccc(C(=O)Nc2nc3nccc(-c4ccccc4)n3n2)cc1	0.2	26	-0.7	5	4	4	1	1.4	-6
Cc1cccc(OCc2nc3ccccc3c(=O)n2N)c1	0.6	32	1.0	22	1	6	-2	-1.2	-4
Oc1ccc(Cl)cc1C=Nc1ccc(Br)cc1	0.0	22	-5.0	-5	2	2	-2	0.1	-1
CCCC/S(C)=N/S(=O)(=O)c1ccc(C)cc1 (stereo not given)	0.5	7	-1.6	15	4	6	6	0.0	-5
Cc1cc(NCCCN2CCOCC2)n2c(nc3ccccc32)c1C#N	0.8	-9	0.2	-4	0	6	-2	0.2	-2
CC(=O)c1c(C)[nH]c(C(=O)Nc2cccc(S(=O)(=O)N(C)C)c2)c1C	1.3	-3	-3.0	19	-4	0	1	2.3	-5
CCN(CC)C(=O)CSc1nc(-c2cccs2)cc(-c2cccs2)c1C#N	0.7	-12	-3.3	-5	-1	3	-2	0.3	2
Cc1ccc2cccc(OC(=O)c3ccc4c(c3)OCCO4)c2n1	0.5	-30	-5.3	6	-1	3	-1	0.7	-7
O=C(NCC(=O)N(Cc1ccccc1)C(C(=O)NC1CCCCC1)c1ccco1)c1ccco1 (stereo not given)	0.5	16	-1.9	14	-3	10	7	0.1	0
COc1ccc(OC)c(Cc2nnc(CCC(=O)N3CCC(N4CCCCC4)CC3)o2)c1	0.3	-2	0.1	8	4	1	-3	1.7	-8
COc1ccc(C(=O)NC(CO)c2nnc(SCc3ccc(Cl)c(Cl)c3)n2C)cc1 (stereo not given)	-0.8	28	-7.0	8	3	1	-1	-0.6	-11
CSc1nnc(-c2ccc(NC(=O)CCc3ccccc3)cc2)n1C	0.4	-8	-1.2	20	1	2	-3	1.5	-1
C=CCn1c(=N)n(CC(O)c2ccco2)c2ccccc21 (stereo not given)	0.3	18	1.4	-3	4	6	-1	0.9	0
Cc1cc(C(=O)Nc2ccccc2N2CCOCC2)c2ccccc2n1	0.1	27	-1.1	17	-1	5	0	-0.8	0
CN1C(=O)C(CC(=O)NC2CCCCC2)SC1=Nc1ccccc1 (stereo not given)	0.5	10	0.9	7	-1	4	0	-2.3	-5
O=C(O)C1CCN(C(=O)c2cc(F)cc3c2OCOC3)CC1	0.5	12	0.6	16	-4	-3	3	1.7	7
COc1ccc(C2C(C(=O)c3ccccc3)N3c4ccccc4C=CC3C2[N+](=O)[O-])cc1 (stereo not given)	4.2	13	-7.4	10	-1	9	-1	9.5	-2
Cc1ccc(C)c(N2CCN(C(=O)c3cccn4c(=O)c5sccc5nc34)CC2)c1	0.7	-8	-2.2	-4	-2	-2	0	-0.1	4

Next part.
molecule	TRPML3 agonist	CHOP inhibitor	TNF death inh	PPC-1+TRAIL kill	Ba/F3 V617F tox	BaF3 parental	Wee1 degr inh	TRPN1 ag	RBBP9 inh
CCN1C/C(=C/c2ccc(OC)c(O)c2)C(=O)/C(=C/c2ccc(OC)c(O)c2)C1	0.9	100*	-9.4	50*	52*	-5	0	-0.4	7
COc1cccc(N(C(=O)c2ccco2)C(C(=O)NC2CCCC2)c2cccnc2)c1 (stereo not given)	0.2	48	-2.8	6	4	7	0	0.5	-2
O=C(COC(=O)C1CCN(S(=O)(=O)c2cccs2)CC1)Nc1ccccc1	0.5	16	0.9	3	0	2	0	0.6	-1
Cc1cc(C#N)c2ccccc2n1	0.5	5	-3.3	36	2	3	-1	-0.1	-10
O=C(NCCCN1CCOCC1)c1cccc(S(=O)(=O)N2CCc3ccccc3C2)c1	0.9	9	0.6	13	4	2	6	-0.1	-5
CCN(CC)C(=O)COC(=O)c1ccc(C)c(NC(=O)c2ccco2)c1	-0.3	-15	-0.2	-2	-4	-4	-3	0.3	-1
COc1c(Cl)cc(-c2noc(C)c2C(=O)NCc2ccc3c(c2)OCO3)cc1Cl	-0.3	-9	-0.8	0	-1	2	0	-0.8	-2
COc1cccc(/C=N/n2c(-c3ccco3)nc3ccccc3c2=O)c1	0.1	-28	-3.3	7	0	0	4	0.1	-3
Cc1nnc(Sc2nc3c(c(=O)[nH]c(=O)n3C)n2CCCc2ccccc2)s1	0.7	-31	-1.7	36	-2	6	1	1.4	-10
CCNC(=O)CN(Cc1ccccc1)S(=O)(=O)c1ccccc1	0.3	19	-0.4	-5	-7	-2	-1	0.3	0
CCc1ccc(NC(=O)c2n[nH]c(=O)c3ccccc23)cc1	-0.2	-11	-0.2	11	0	2	1	0.5	-7
O=S(=O)(NC1CC1)c1ccc(S(=O)(=O)N2CCCC3(CCCCC3)C2)cc1	-0.8	97*	-0.5	-3	-1	1	-1	0.0	-14
